# Jurkat NFkB inh = inhibitors of the PMA/ionomycin-induced NF-kB reporter in Jurkat cells | PMA/ionomycin-induced NF-kB luciferase reporter, luminescence | inhibition, % at 4 µM | actives 0.53% (n = 330,000) | AID 435003; in the data active means inhibition above about 50%
# EBI2 antag = antagonists of human EBI2 receptor; P32249; EBI2 beta-arrestin recruitment, luminescence, 7a,25-OHC stimulated; inhibition, % at 5 µM; actives 0.81% (n = 360,000); in the data active means inhibition above about 38%;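 further: enzyme fragment complementation signal reports receptor beta-arrestin coupling in cells; 0% = agonist plus DMSO wells and 100% = wells without agonist; some results beyond the cut were filed as inactive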
# Target sequence (P32249 whole entry, looked up, the tested form may be a part): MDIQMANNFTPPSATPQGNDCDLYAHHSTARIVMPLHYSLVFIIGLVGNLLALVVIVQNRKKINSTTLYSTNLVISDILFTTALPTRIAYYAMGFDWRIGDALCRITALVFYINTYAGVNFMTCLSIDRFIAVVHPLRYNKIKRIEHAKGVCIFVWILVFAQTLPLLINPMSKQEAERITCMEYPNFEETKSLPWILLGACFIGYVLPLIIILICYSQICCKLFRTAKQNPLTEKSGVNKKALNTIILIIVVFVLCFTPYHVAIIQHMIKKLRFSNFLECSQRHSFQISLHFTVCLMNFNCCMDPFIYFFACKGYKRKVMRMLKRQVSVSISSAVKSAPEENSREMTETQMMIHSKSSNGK
# Gli-Sufu antag = blocks Gli-Sufu signaling in a luciferase reporter; inhibition, % at 5 µM; actives 0.74% (n = 340,000); Sufu-KO-LIGHT fibroblasts, Gli luciferase reporter luminescence;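 active means inhibition above about 55%, limit read from the data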;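 further: 0% = DMSO-treated cells and 100% = wells with medium but no cells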
# CXCR6 inh = inhibitors of human CXCR6 receptor. AID 602244. inhibition, % at 20 µM. actives 0.36% (n = 360,000). O00574. CHO-K1 PathHunter CXCR6 beta-arrestin, luminescence; in the data active means inhibition above about 34%, passing the limit was not always enough;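 further: antagonist mode with CXCL16 agonist at 10 nM final; 0% = 10 nM CXCL16 with DMSO and 100% = unstimulated wells without agonist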
# Target sequence (O00574 whole entry, looked up): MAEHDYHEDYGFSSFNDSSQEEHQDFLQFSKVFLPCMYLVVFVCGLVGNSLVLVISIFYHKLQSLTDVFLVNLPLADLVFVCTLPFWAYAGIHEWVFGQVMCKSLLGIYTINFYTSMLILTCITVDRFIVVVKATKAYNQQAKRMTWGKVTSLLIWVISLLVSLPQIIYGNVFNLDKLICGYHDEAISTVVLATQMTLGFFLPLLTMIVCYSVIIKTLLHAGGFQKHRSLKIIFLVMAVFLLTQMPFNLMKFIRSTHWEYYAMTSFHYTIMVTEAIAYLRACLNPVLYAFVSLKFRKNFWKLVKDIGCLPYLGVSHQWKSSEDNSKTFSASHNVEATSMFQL
# CCR6 antag = CCR6 (human) receptor antagonism. P51684. CHO-K1 CCR6 PathHunter beta-arrestin, luminescence, CCL20-stimulated. inhibition, % at 20 µM. actives 0.49% (n = 340,000). AID 493098;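 active means compounds whose inhibition of the agonist-driven luminescence signal at 20 µM reaches about 50%, limit read from the data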;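 further: cells stimulated with CCL20 at 14 nM final; plate controls were DMSO with CCL20 for no effect and DMSO without agonist for full effect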
# APJ antag = APJ receptor antagonism | P35414 | CHO-K1 APJ beta-arrestin complementation, luminescence | actives 0.32% (n = 330,000) | inhibition, % at 20 µM;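 active means inhibition above about 40% at 20 µM, limit read from the data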;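 further: cells challenged with 10 nM apelin-13 agonist together with compound; plate controls were apelin-13 plus DMSO wells for no effect and DMSO wells lacking apelin-13 for full effect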
# Target sequence (P35414 whole entry, looked up): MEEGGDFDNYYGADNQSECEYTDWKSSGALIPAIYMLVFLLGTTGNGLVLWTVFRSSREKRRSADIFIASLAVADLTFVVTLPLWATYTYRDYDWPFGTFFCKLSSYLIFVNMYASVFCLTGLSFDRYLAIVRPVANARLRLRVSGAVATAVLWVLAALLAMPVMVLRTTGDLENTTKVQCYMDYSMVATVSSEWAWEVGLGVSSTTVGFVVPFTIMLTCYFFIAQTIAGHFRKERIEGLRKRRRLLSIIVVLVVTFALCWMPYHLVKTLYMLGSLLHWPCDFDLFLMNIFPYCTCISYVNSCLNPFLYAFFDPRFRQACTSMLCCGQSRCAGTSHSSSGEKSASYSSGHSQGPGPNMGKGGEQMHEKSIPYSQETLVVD
# UBC13 polyUb = human UBC13 polyubiquitination inhibition | P61088 | actives 0.47% (n = 330,000) | UBC13 polyubiquitin chain formation, TR-FRET | inhibition, % at 20 µM | AID 485273; in the data active means inhibition above about 45%, passing the limit was not always enough
# 697 NFkB inh = inhibitors of the PMA/ionomycin-induced NF-kB reporter in 697 B cells | 697 B-cell NF-kB luciferase reporter, 16 h | inhibition, % at 4 µM | actives 0.33% (n = 330,000) | AID 435022; in the data active means inhibition above about 35%
# An asterisk follows results filed as active; . = not tested or not shown; & = joins results of further samples. Rows are unselected. About 3% of those tested had a hit in this group.
SMILES,Jurkat NFkB inh,EBI2 antag,Gli-Sufu antag,CXCR6 inh,CCR6 antag,APJ antag,UBC13 polyUb,697 NFkB inh
CCCCNC(=S)N(C)/N=C/c1ccc2c(c1)OCO2,-29.8,9.8,99.3*,7.0,10.7,-8.6,-19.3,-22.9
Cc1ccc(C(=O)N2CCN(c3ncccn3)CC2)cc1,3.5,0.1,5.4,-3.1,-0.1,-17.0,-4.7,-1.1
Cc1nc(C)c(-c2ccc(SCc3ccccc3C)nn2)s1,-1.6,0.4,-8.4,6.5,1.3,-10.5,4.9,-24.5
FC(F)(F)c1ccccc1CN1CCN(C2CCCCCC2)CC1,4.5,9.0,9.5,8.7,12.4,-7.4,-8.9,-12.2
O=C(COC(=O)c1n[nH]c2ccccc12)NCc1ccccc1,10.5,1.1,-6.8,-12.8,5.9,13.4,6.8,-2.2
Cc1ccccc1N1CCN(CC(=O)NCc2ccc(Cl)cc2)CC1,6.4,1.2,6.0,3.9,-0.3,7.8,10.5,12.3
Cc1ccc(CSc2nc(N)cc(N)n2)cc1,-29.4,5.4,-48.3,-1.6,5.2,10.1,3.2,-31.7
CCCCCOC(=O)CSc1nnc(-c2ccccc2)c(=O)[nH]1,-6.6,3.1,-2.7,3.3,4.8,23.4,5.3,22.6
O=S(c1ccccc1)C(c1ccccc1)c1ccccc1 (stereo not drawn),.,-4.5,-0.9,4.0,10.1,.,.,.
O=C(NCc1ccncc1)c1ccc(S(=O)(=O)Nc2ccccc2)cc1,8.9,-11.8,7.3,-18.1,19.9,21.3,1.8,12.2

# Part of the list above, set out differently:
structure: Cc1ccc(CSc2nc(N)cc(N)n2)cc1
  Jurkat NFkB inh: -29.4	EBI2 antag: 5.4	Gli-Sufu antag: -48.3	CXCR6 inh: -1.6	CCR6 antag: 5.2	APJ antag: 10.1	UBC13 polyUb: 3.2	697 NFkB inh: -31.7

structure: CCCCCOC(=O)CSc1nnc(-c2ccccc2)c(=O)[nH]1
  Jurkat NFkB inh: -6.6	EBI2 antag: 3.1	Gli-Sufu antag: -2.7	CXCR6 inh: 3.3	CCR6 antag: 4.8	APJ antag: 23.4	UBC13 polyUb: 5.3	697 NFkB inh: 22.6

structure: O=S(c1ccccc1)C(c1ccccc1)c1ccccc1 (stereo not drawn)
  Jurkat NFkB inh: .	EBI2 antag: -4.5	Gli-Sufu antag: -0.9	CXCR6 inh: 4.0	CCR6 antag: 10.1	APJ antag: .	UBC13 polyUb: .	697 NFkB inh: .

# The list goes on.
SMILES,Jurkat NFkB inh,EBI2 antag,Gli-Sufu antag,CXCR6 inh,CCR6 antag,APJ antag,UBC13 polyUb,697 NFkB inh
O=c1nc(-c2ccccc2)n(-c2ccccc2)c2ncccc12,12.4,0.4,-5.5,-9.4,-11.9,5.6,0.3,4.7
COc1ccc(S(=O)(=O)Nc2ccc(F)cc2)c(C)c1C,11.0,3.4,4.8,5.5,-0.9,2.7,7.2,11.6
COc1ccc(C[C@@H]2OC3(C=CC(=O)C=C3)O[C@H]2Cc2ccc(OC)cc2)cc1,.,87.8*,17.7,83.3*,106.8*,.,.,.
CCN1CCN(Cc2ccc(NC(=O)c3cc(NC(=O)c4ccno4)cc(OC)c3)cc2C(F)(F)F)CC1,-23.7,-1.2&-7.9,27.8,2.5&-6.3,18.1,10.5,27.3,-8.6
CC1(C)CC(N2CCN(C(c3ccccc3)c3ccccc3)CC2)=CC(=[N+]2CCCCC2)C1,83.2*,-0.4,89.2*,-1.5,8.4,0.0,6.0,-164.3
COc1ccc(OCc2nc3c4c(ncn3n2)-c2ccccc2CC42CCCC2)cc1,-7.6,55.4*,5.4,-2.1,17.7,-21.3,9.1,7.3
Cc1cc(C)c(S(=O)(=O)N(C)CC(=O)NCc2ccccn2)c(C)c1,-29.1,.,3.3,.,7.5,-3.7,-1.3,7.4
CCC(C)(C)C(=O)Nc1ccc(OC)cc1[N+](=O)[O-],-33.6,-9.8,-2.2,0.4,5.4,4.4,-22.4,-17.6
Cc1cc(C(=O)N2CCN(Cc3ccc4c(c3)OCO4)CC2)on1,-0.9,-9.3,2.7,0.9,-1.2,-4.5,-6.3,10.5
Cc1ccc(-c2csc3ncnc(SCC(=O)c4ccc5c(c4)OCCO5)c23)cc1,-13.0,11.0,5.4,-1.0,-9.7,12.5,-2.5,1.9
CCn1cc(C(=O)NCCC(C)C)c(=O)c2cc(F)c(N3CCN(C)CC3)cc21,-30.3,23.7,2.7,-8.0,4.7,9.0,7.6,2.4
CCN(CC)CCN1C(=O)C(=O)/C(=C(/O)c2ccc(C)cc2)C1c1cccnc1 (stereo not drawn),-5.8,-26.7,-0.3,5.3,3.9,-14.5,9.4,-7.3
Cc1c(CCC(=O)N[C@@H](CC(C)C)C(=O)O)c(=O)oc2cc3oc4c(c3cc12)CCCC4,-11.2,-8.4,13.1,1.7,11.6,20.1,-3.2,30.4
Cc1ccc(SCCC(=O)N2CCOCC2)cc1,-2.5,-3.4,-26.8,-3.9,12.9,11.3,4.3,-24.6
C=CCN=C1SC(C)C(=O)N1S(=O)(=O)c1ccccc1 (stereo not drawn),-13.7,6.4,5.1,-3.1,5.3,-11.2,-3.3,20.1
O=C(Nc1ccc(F)c(Cl)c1)c1cncs1,-22.5,-3.0,23.9,-5.2,20.6,-21.4,3.2,15.6
COc1ccc(CCNC(=O)c2ccc(Cl)cc2)cc1OC,-7.6,2.0,-2.4,7.7,12.9,0.5,-10.7,-4.4
Cc1cc(Cn2nc(-c3ccccc3)cc2C(=O)NCC2CC2)on1,17.8,8.9,-10.9,-1.3,7.2,-38.7,7.8,8.1
N#Cc1cccc(C(=O)Nc2cccc(S(=O)(=O)N3CCCC3)c2)c1,-26.4,1.0,-6.5,-1.4,3.1,10.5,-2.0,-12.1
COc1cccc(N2C(=O)N(c3ccccc3Cl)C3CS(=O)(=O)CC32)c1 (stereo not drawn),-2.5,-10.2,-0.8,4.5,16.6,-6.3,2.9,-10.0
CCOc1ccccc1-c1nc(-c2cccc(Br)c2)no1,-16.0,24.8,33.5,1.5,-22.4,-7.5,13.1,-2.4
CCC(C)c1ccc(NC(=O)c2cccnc2)cc1 (stereo not drawn),-118.2,-17.5,-54.3,-1.1,-3.2,1.0,7.0,-70.1
C[N+](C)(C)CCN1C(=O)CSC1=O,2.3,4.5,-10.0,9.6,4.7,6.7,3.3,25.3
CC[C@]12c3[nH]c4ccc(Cl)cc4c3CCN1C(=O)[C@@H](CC(=O)NCc1ccco1)C[C@@H]2C(=O)N1CCN(C(=O)c2ccco2)CC1,.,1.8,-17.8,0.5,6.8,.,.,0.7
CC12CCC(=O)N1C(C(=O)Nc1ccccc1N1CCCCC1)CS2 (stereo not drawn),-24.6,-7.0,-14.4,2.0,17.6,2.6,12.5,5.4
COc1ccc(NC(=O)CC2C(=O)NCCN2C(=O)c2ccccc2)cc1 (stereo not drawn),10.7,12.8,9.5,4.7,10.6,9.0,4.5,16.8
COC(=O)COc1ccc2c(-c3ccc(OC)cc3)cc(=O)oc2c1,-4.2,6.5,1.3,-0.8,-3.2,20.1,8.5,1.8
Cc1c(CN2CCC(n3nccc3NC(=O)C3CCOC3)CC2)[nH]c2ccccc12 (stereo not drawn),-1.6,-8.1,6.4,-12.2,-2.0,3.1,8.4,18.4
COc1ccc(-n2c(=S)[nH]c3cc(C(=O)NCc4ccccc4)ccc3c2=O)c(OC)c1,8.1,6.0,-4.0,15.8,21.2,7.1,0.4,21.4
C=C(C)CSc1nnc(CCCCCNC(=O)OC(C)(C)C)o1,5.7,-11.3,1.7,0.9,7.2,12.5,0.9,-24.5
CC(C)CNS(=O)(=O)c1ccc(CCC(=O)NCC2CCCO2)cc1 (stereo not drawn),-9.6,-6.1,-7.3,-1.9,-7.0,-0.5,-16.2,-38.5
C=CCOc1c(Br)cc(CNn2cn[nH]c2=S)cc1OC,1.6,6.5,-3.7,-7.8,-0.4,20.1,8.3,8.4
CCc1nnc(NS(=O)(=O)c2ccc(NC(=O)c3cccc4ccccc34)cc2)s1,11.0,-6.9,-1.7,1.7,5.0,19.2,-5.5,7.7
CCOc1c(Cl)cc(Cl)cc1CNCCNCCO,6.4,-5.9,-12.0,5.3,4.6,14.4,8.4,26.7
C/C=C\C(=O)Nc1cccc(C2=NOC3(C2)C[C@@H](C(N)=O)N(C(=O)c2ccc(Cl)cc2)C3)c1 (stereo partly drawn),7.5,-7.7,1.5,0.9,-6.2,5.7,6.9,7.0
O=S(=O)(c1ccc(OCC2CO2)cc1)c1ccc(OCC2CO2)cc1 (stereo not drawn),5.2,-10.4,-4.8,-0.9,2.9,-13.3,0.3,7.1
CC(C)c1ccc(C(=O)COC(=O)C(O)c2ccccc2)cc1 (stereo not drawn),-10.4,0.2,0.5,-4.7,8.4,12.0,8.2,-24.2
COc1cccc(Oc2nc3ncn(Cc4ccccc4)c3c(=O)n2C)c1,4.6,12.5,5.7,0.7,-0.2,8.0,2.6,13.2
O=C(NCCc1csc(-c2cccc(F)c2)n1)c1ccco1,5.1,20.1,-19.0,-1.7,25.1,14.5,4.4,-11.5
Cc1ccc(N2C(=O)C(Cl)=C(NCCO)C2=O)c(C)c1,6.0,13.5,5.8,8.2,12.6,1.6,-5.1,-3.3

# Taken from above.
# CC(C)CNS(=O)(=O)c1ccc(CCC(=O)NCC2CCCO2)cc1 (stereo not drawn) @ APJ antag: -0.5
# CC(C)c1ccc(C(=O)COC(=O)C(O)c2ccccc2)cc1 (stereo not drawn) @ Gli-Sufu antag: 0.5

# More structures.
SMILES,Jurkat NFkB inh,EBI2 antag,Gli-Sufu antag,CXCR6 inh,CCR6 antag,APJ antag,UBC13 polyUb,697 NFkB inh
Cc1ccc(N2CC(C(=O)Nc3nc4ccc(S(C)(=O)=O)cc4s3)CC2=O)cc1C (stereo not drawn),4.9,-1.8,50.8,-4.1,12.7,-1.1,11.1,8.0
CCCC(C)C(=O)OCC(=O)Nc1c(Br)cc(C)cc1Br (stereo not drawn),-17.0,-6.8,6.5,10.0,11.9,-1.5,3.9,5.8
O=C1CC/C=C\C[C@@H](CC(=O)N(CCO)Cc2ccccc2)C(=O)N[C@H](Cc2c[nH]c3ccccc23)CO1,5.3,-10.1,13.8,-7.7,-0.1,-2.4,13.4,10.4
CCOC(=O)C1=NOC(CNC(=O)c2ccccc2Cl)C1 (stereo not drawn),-10.7,3.2,-5.5,1.6,2.3,-2.6,0.6,7.0
O=C(c1ccc([N+](=O)[O-])cc1)N1C=CC(C(F)(F)F)=NCC1,-4.5,-4.2,20.8,-14.4,9.7,-16.7,-7.1,2.1
O=C(/C=C/c1cccs1)NCc1cccs1,-40.1,8.3,-21.1,11.7,-4.3,-8.1,0.5,-27.4
COC(=O)c1ccc(/C=N/NC(=O)CC(=O)NC(C)C)cc1,3.7,-4.0,0.9,1.2,-2.9,14.8,1.4,-4.3
CC(C)n1c(N2CCN(C(=O)NCc3ccccc3)CC2)nc2ccccc21,-1.6,-7.3,11.2,-3.7,5.6,-8.4,15.3,5.4
CCCNC(=O)C(Cc1ccccc1)NS(=O)(=O)c1ccc2c(c1)CCC(=O)N2 (stereo not drawn),-0.9,-6.0,4.3,-6.2,-3.0,12.3,3.3,1.3
COc1ccc(C(=O)NC(C)C2CC3CCC2C3)c(OC)c1 (stereo not drawn),6.0,0.8,-16.0,1.5,7.3,19.6,0.4,1.7
CS(=O)(=O)NCc1ccc(C(=O)NCCOc2ccccc2)cc1,-80.7,-0.5,-51.7,-0.9,-7.2,17.0,-2.5,-49.8
COc1ccccc1CN1CCCC(CNC(=O)c2cccc3ccccc23)C1 (stereo not drawn),-9.4,1.0,38.2,-4.5,12.2,9.0,0.6,-11.7
COc1ccc(CNC(=O)CCC(=O)c2ccc(C)cc2)cc1OC,8.2,-1.4,0.9,3.6,16.3,-15.6,-1.5,-19.0
COc1ccc(CNC(=O)c2n[nH]c3ccccc23)cc1OC,-12.6,7.3,0.3,4.9,6.0,-12.8,-4.2,13.4
NC(=O)c1cc(NC(=O)CCc2nc3ccccc3s2)cc(C(N)=O)c1,-21.0,-5.4,.,2.9,8.9,-1.9,3.5,-0.2
COc1cc(OC)cc(OC(=O)c2cccc(S(=O)(=O)N3CCN(C)CC3)c2)c1,-18.9,0.8,-3.9,-2.5,-5.4,3.4,-3.4,-41.5
Cc1ccccc1Nc1nnc(SCC(=O)NCc2cccs2)s1,9.1,25.2,0.7,-2.7,15.8,7.4,5.2,-1.5

# Compound activity from PubChem BioAssay.
